Bioassay records deposited in PubChem by several laboratories.
ABCB6 inh 2: ABCB6 transporter inhibitors, primary screen, K562-ABCB6 cells, flow cytometry, MLPCN library | ATP-binding cassette sub-family B member 6 (Homo sapiens), Q9NP58 | K562-ABCB6 porphyrin accumulation, 1 h; active compounds read low | fluorescence ratio to DMSO, % at 10 µM | 360,000 tested, 0.19% active | AID 602162, 2011;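 active = fluorescence ratio to DMSO below 75%, the collection mean minus 3 SD; inconclusive = too few cells collected in the well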;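 note: signal is porphyrin accumulated inside mitochondria; 100% equals median channel fluorescence of DMSO control wells; lower ratio means ABCB6 inhibition with less porphyrin fluorescence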
H9c2 protect: cardioprotection against H2O2-induced cell death, primary screen, uHTS, H9c2 cells, ATPLite luminescence; H9c2 cardiomyocytes, H2O2 injury protection, 2 h; protection from H2O2 cell death, % at 20 µM; 360,000 tested, 0.63% active; AID 588492, 2011;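 active = compounds giving at least 50% protection of heart cells from peroxide-induced death in the single-dose screen, raw or plate-pattern-corrected value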;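 note: 0% = DMSO wells with peroxide and 100% = DMSO wells without peroxide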
PDI inh: inhibitors of human PDI, primary screen, biochemical, turbidity, single point, plate reader; 350,000 tested, 0.052% active; inhibition, % at 10 µM; Protein disulfide-isomerase (Homo sapiens), P07237; PDI insulin aggregation turbidity, A650, 90 min;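 active = mean inhibition across replicates of 30% or more, whatever share of single replicates reach that level; inconclusive = mean inhibition below 30% while every single replicate reaches 30%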;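 note: absorbance from insulin aggregation driven by PDI reduction with DTT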
Target sequence (P07237 whole entry, looked up): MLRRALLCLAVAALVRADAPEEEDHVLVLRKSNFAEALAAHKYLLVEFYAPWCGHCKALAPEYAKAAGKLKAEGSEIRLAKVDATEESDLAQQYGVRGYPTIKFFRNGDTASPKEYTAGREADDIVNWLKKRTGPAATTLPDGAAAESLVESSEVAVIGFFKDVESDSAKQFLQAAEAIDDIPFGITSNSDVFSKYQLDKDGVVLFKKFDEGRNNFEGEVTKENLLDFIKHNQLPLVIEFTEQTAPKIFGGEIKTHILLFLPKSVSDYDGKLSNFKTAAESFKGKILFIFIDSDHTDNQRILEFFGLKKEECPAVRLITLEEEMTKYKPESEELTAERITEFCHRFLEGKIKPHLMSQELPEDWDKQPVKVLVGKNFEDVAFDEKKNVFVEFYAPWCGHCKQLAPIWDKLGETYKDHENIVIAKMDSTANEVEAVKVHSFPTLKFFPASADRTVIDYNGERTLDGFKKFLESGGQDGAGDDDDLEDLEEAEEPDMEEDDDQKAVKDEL
m5-HT2A agonist: mouse Htr2a agonists via beta-arrestin recruitment, primary screen, cell-based, luminescence | CHO-K1 mHTR2A beta-arrestin complementation; percent of 30 µM serotonin response | 5-hydroxytryptamine receptor 2A (Mus musculus), P35363 | 360,000 tested, 0.66% active | activation, % at 7.6 µM | AID 624169, 2012;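 active = activation above a run cutoff, the mean activation of all tested compounds plus 3 SD, cut at about 14% in these data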;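 note: 0% = plate median of compound wells and 100% = 30 µM serotonin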
Target sequence (P35363 whole entry, looked up): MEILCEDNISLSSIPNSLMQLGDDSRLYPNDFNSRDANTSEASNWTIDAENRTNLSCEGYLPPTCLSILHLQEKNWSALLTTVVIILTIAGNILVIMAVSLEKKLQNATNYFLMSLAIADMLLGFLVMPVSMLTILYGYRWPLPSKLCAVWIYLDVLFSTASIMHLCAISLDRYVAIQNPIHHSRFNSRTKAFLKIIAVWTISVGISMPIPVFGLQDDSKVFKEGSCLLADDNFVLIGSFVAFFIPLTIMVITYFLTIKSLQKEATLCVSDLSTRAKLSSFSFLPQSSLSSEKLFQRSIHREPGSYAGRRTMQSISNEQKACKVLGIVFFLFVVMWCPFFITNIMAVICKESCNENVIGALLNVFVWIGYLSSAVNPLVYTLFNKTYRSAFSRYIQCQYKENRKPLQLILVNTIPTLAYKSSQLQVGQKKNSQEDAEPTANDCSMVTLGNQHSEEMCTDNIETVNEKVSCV
N-glyco inh: increase of ERlucT glycosylation luciferase signal, primary screen, N-linked glycosylation inhibitor project, D54 ERlucT cells, luminescence, set 2; D54 ERlucT glycosylation luciferase reporter, 24 h; percent of 100 nM tunicamycin response; reporter increase, % at 12.5 µM; 360,000 tested, 0.23% active;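 active = mean luciferase reporter signal, scaled so untreated is 0 and the glycosylation-blocking control 100, at or above a set limit in every replicate; inconclusive = mean reaches the limit but not every replicate does; inactive = mean below the limit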;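 note: luciferase carries N-glycosylation sites so blocking glycosylation raises the light; 0% = median of neutral control wells and 100% = median of 100 nM tunicamycin wells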
hiPSC survival: enhancers of single-cell hiPSC survival, primary screen, ATPlite luminescence; 100% = ROCK inhibitor wells, 0% = DMSO; survival enhancement, % at 20 µM; 360,000 tested, 0.044% active; AID 602274, 2012; in the data active = survival enhancement above about 18%;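 note: cells exposed to compounds for 16 hours before the ATP read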
Exocytosis inh: LAMP-1 surface exposure blockers, TALL-104 cells – cell-based, flow cytometry, MLPCN library, primary screen; inhibition, % at 10 µM; AID 651702, 2012; TALL-104 LAMP-1 surface exposure; cells stimulated with thapsigargin and PMA; 360,000 tested, 0.66% active;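 active = inhibition above about 55%, limit read from the data; inconclusive = no clear call, values can overlap the other calls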
Vif imaging: HIV Vif self-association inhibitors, primary screen, imaging, HEK293T, single point | 340,000 tested, 0.35% active | inhibition, % at 7.49 µM | HEK293T cells, Vif self-association by quenched fluorescence, 24 h; in the data active = inhibition above about 50%, passing the limit was not always enough; inconclusive = no clear call, values can overlap the other calls; inactive = below about 31%; note: some results filed as inactive read as strong as hits
CaV13 ICDI inh: Primary screen for inhibitors of IQ motif and Ca2+-dependent inactivation inhibitor domain binding in CACNA1D, Förster resonance energy transfer in living cells, …; HEK cells, CFP/YFP FRET ICDI-IQ, plate reader, 10 min; percent FRET-ratio fall versus neutral wells; inhibition, % at 12.3 µM; 340,000 tested, 0.098% active;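 active = mean replicate inhibition of at least 30% and at least 1% of replicates passing that level; inconclusive = only one of the two criteria is met; inactive = neither criterion is met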;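 note: 0% = median of the neutral control wells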
aDG glyco up: activators of alpha-DG glycosylation, primary screen, uHTS, Pro5-aDG cells, AlphaScreen. activation, % at 10 µM. 360,000 tested, 0.22% active. alpha-DG glycosylation AlphaScreen (IIH6); 0% Pro5, 100% B10-LARGE cell signal;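 active = activation of at least 8% versus controls, or a plate z-score of at least 8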;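 note: Pro5 are CHO cells carrying HIG-tagged alpha-DG that lacks glycosylation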
* = called active by the depositor; u = inconclusive; x = not tested or not shown.

SMILES | ABCB6 inh 2 | H9c2 protect | PDI inh | m5-HT2A agonist | N-glyco inh | hiPSC survival | Exocytosis inh | Vif imaging | CaV13 ICDI inh | aDG glyco up
CC1CCCCN1C(=O)c1cc(Cl)ccc1[N+](=O)[O-] (centres undefined) | 101 | -6 | 7 | 7 | 1 | -1.0 | 0 | -1 | -4 | -0.2
COc1ccc(N2CCOCC2)c(NC(=O)c2ccc(Br)o2)c1 | 102 | 2 | -5 | 3 | -3 | 0.3 | 0 | -16 | x | -0.5
O=[N+]([O-])c1ccc(Cl)c(CN2CCC(O)CC2)c1 | 101 | 1 | -7 | 1 | 3 | -0.2 | 4 | 0 | -16 | 0.7
CCOC(=O)c1c(NC(=O)COC(=O)CC(NC(C)=O)c2ccccc2)sc(C(=O)NC)c1C (centres undefined) | 96 | 5 | -3 | -15 | 1 | 1.6 | 5 | -6 | -5 | 0.2
CCN(CC)CCN(C(=O)c1ccc2c(c1)OCCO2)c1nc2cc(C)cc(C)c2s1 | 90 | 10 | 6 | -12 | 0 | 0.0 | -6 | x | -7 | 0.2
CCCCN1C(N)=NC[C@@H]1CC1CCCCC1 | 102 | 4 | 5 | -5 | 9 | -0.3 | 12 | -6 | 6 | -0.2
CCOC(=O)Cc1csc(NC(=S)NC(=O)c2ccc(C)cc2)n1 | 99 | -11 | 3 | -4 | -4 | -5.9 | 0 | 0 | -17 | -0.1
COc1ccc(C(CNS(=O)(=O)c2ccc(NC(C)=O)c(OC)c2)N2CCCCC2)cc1 (centres undefined) | 105 | 3 | 2 | -7 | 1 | -1.4 | 9 | 2 | -7 | -0.2
Cc1ccc(-c2nnn(C(C)C(=O)N3c4ccccc4CCc4ccccc43)n2)cc1 (centres undefined) | 96 | -25 | -3 | 3 | -2 | -0.3 | 1 | 6 | 0 | 0.4
Cc1ccc(CC(=O)N/N=C/c2ccc(OC(=O)c3ccc([N+](=O)[O-])cc3)cc2)cc1 | 92 | -3 | 7 | -2 | -2 | 1.2 | 0 | 2 | -3 | 0.2
CC(=O)Nc1ccc(S(=O)(=O)N2CCSC2c2ccccc2Cl)cc1 (centres undefined) | 95 | -8 | -2 | -6 | -2 | -1.1 | -1 | -1 | x | 0.6
CCOc1ccc(NC(=O)CN(C)C(=O)CN2C(=O)c3ccc([N+](=O)[O-])cc3C2=O)cc1OCC | 102 | 0 | -1 | 7 | 3 | 0.0 | 0 | 11 | -14 | 0.1
CCOC(=O)c1[nH]c2ccccc2c1NC(=O)CN1CCCCC1 | 87 | 5 | -4 | -5 | 0 | -0.9 | 0 | -19 | -3 | -0.1
CCc1cc2c(COC(=O)c3cccc(NS(C)(=O)=O)c3)cc(=O)oc2cc1O | 97 | 50 | -2 | 8 | -2 | 0.0 | 20 | -7 | -7 | -0.2
CCn1c(SCC(=O)Nc2ccc3c(c2)OCCO3)nc2c(c1=O)SC(C)C2 (centres undefined) | 81 | 0 | 11 | 6 | 3 | 1.7 | 3 | -4 | 0 | 0.2
Cc1cc(S(=O)(=O)N2CCCC2)ccc1OCC(=O)Nc1ccccc1 | 101 | -3 | 0 | -6 | 2 | 0.8 | -1 | 4 | x | 0.2
COc1cc(OC)c(OC)cc1C=Cc1ccc2ccccc2n1 | 96 | 17 | -8 | 4 | 0 | -2.7 | -1 | 2 | -7 | 0.3
CC(C)(C)N=C1SCC(C)(/C=N/O)S1 (centres undefined) | 93 | 3 | 3 | 17* | 0 | -0.6 | 3 | -2 | -5 | 0.0
O=C(O)CC1COc2ccccc2N1S(=O)(=O)c1ccc(Br)cc1 (centres undefined) | 107 | 9 | 0 | 0 | 2 | -0.4 | -5 | x | -17 | 0.1
O=C1c2ccccc2C(c2nnnn2Cc2ccccc2)N1CCCn1ccnc1 (centres undefined) | 95 | x | x | 0 | x | 0.0 | -7 | x | -8 | -0.2
O=C1CCNc2c(Cl)cccc21 | 97 | 0 | 0 | 15* | 0 | 0.0 | -8 | -5 | -26 | 0.0
O=C(Cc1ccccn1)c1ccc(F)cc1 | 98 | -7 | -5 | -1 | 3 | 2.9 | -10 | -5 | -4 | -0.1
CCCc1c(C(=O)OCC)sc(N)c1C#N | 104 | -3 | -16 | 0 | 1 | -0.2 | -2 | -3 | 2 | -0.2
Nc1nc2cc(S(=O)(=O)NC3=NCCCCC3)ccc2s1 | 104 | -6 | 0 | 2 | -2 | 0.1 | -3 | 3 | 0 | 0.0
CCc1cccc(Nc2cc(C)nc3nc(C)nn23)c1 | 104 | -1 | x | -2 | 0 | -1.8 | -1 | 4 | -3 | 0.1
O=C(CN1C(=O)C(=O)N(C2CCCC2)C1=O)Nc1ccc(OC(F)F)cc1 | 95 | 10 | -2 | 1 | 3 | 0.7 | 1 | 8 | -2 | 0.0
O=C(/C=C/c1cccs1)c1cc(Br)ccc1OC(=O)N1CCOCC1 | 115 | 28 | 3 | -2 | 15 | -1.6 | 17 | x | x | -0.1
Cc1ccc(C2=NN(C3=NN=C(N)Cc4ncnn43)C(O)(C(F)(F)F)C2)cc1 (centres undefined) | 94 | 4 | 20 | -1 | 2 | 3.1 | 0 | 13 | -5 | -0.4
O=C(Nc1ccc(F)cc1)OCCOc1ccc(Br)cc1 | 96 | -5 | -1 | -8 | 2 | 0.1 | -2 | -2 | -17 | 0.1
O=C(NC(O)C(=O)c1ccccc1)c1ccccn1 (centres undefined) | 96 | 7 | -10 | -4 | -1 | 1.7 | -12 | 16 | -2 | -0.2

8 of the compounds above, comma-delimited:
compound,ABCB6 inh 2,H9c2 protect,PDI inh,m5-HT2A agonist,N-glyco inh,hiPSC survival,Exocytosis inh,Vif imaging,CaV13 ICDI inh,aDG glyco up
O=C1c2ccccc2C(c2nnnn2Cc2ccccc2)N1CCCn1ccnc1 (centres undefined),95,x,x,0,x,0.0,-7,x,-8,-0.2
O=C1CCNc2c(Cl)cccc21,97,0,0,15*,0,0.0,-8,-5,-26,0.0
O=C(Cc1ccccn1)c1ccc(F)cc1,98,-7,-5,-1,3,2.9,-10,-5,-4,-0.1
CCCc1c(C(=O)OCC)sc(N)c1C#N,104,-3,-16,0,1,-0.2,-2,-3,2,-0.2
Nc1nc2cc(S(=O)(=O)NC3=NCCCCC3)ccc2s1,104,-6,0,2,-2,0.1,-3,3,0,0.0
CCc1cccc(Nc2cc(C)nc3nc(C)nn23)c1,104,-1,x,-2,0,-1.8,-1,4,-3,0.1
O=C(CN1C(=O)C(=O)N(C2CCCC2)C1=O)Nc1ccc(OC(F)F)cc1,95,10,-2,1,3,0.7,1,8,-2,0.0
O=C(/C=C/c1cccs1)c1cc(Br)ccc1OC(=O)N1CCOCC1,115,28,3,-2,15,-1.6,17,x,x,-0.1

(list continues)
SMILES | ABCB6 inh 2 | H9c2 protect | PDI inh | m5-HT2A agonist | N-glyco inh | hiPSC survival | Exocytosis inh | Vif imaging | CaV13 ICDI inh | aDG glyco up
COC(=O)Nc1nnc(COc2ccccc2)s1 | 99 | -1 | -2 | 1 | 2 | 0.4 | 2 | 4 | -5 | -0.1
CC(C(=O)NC1=NCCS1)(C(F)(F)F)C(F)(F)F | 94 | 5 | -9 | -3 | 0 | 4.4 | 1 | 6 | -5 | -0.3
Cn1c(=O)c2c(nc(N3CCCCC3)n2C)n(C)c1=O | 95 | -23 | 19 | 1 | 1 | 0.1 | -4 | -1 | -5 | 0.0
COc1ccc(C2=CC(=O)OC3(CCCCC3)O2)cc1 | 95 | -5 | 14 | -4 | 2 | -1.2 | -1 | u | -4 | -0.1
Oc1ccccc1/C=N/n1c(COc2ccccc2)n[nH]c1=S | 107 | 2 | -5 | -7 | 0 | 0.4 | 3 | -10 | -20 | 0.2
Cc1cc(C)c2c(N)c(C(=O)Nc3ccccc3Cl)sc2n1 | 99 | -4 | 8 | -1 | -6 | -0.1 | -5 | -4 | 7 | 0.1
COc1ccc(NS(=O)(=O)NC(=O)c2c[nH]c3ccccc23)cc1 | 108 | -5 | 1 | 2 | 0 | 3.0 | 0 | -2 | -3 | -0.6
CC(NC(=O)Cc1ccc(S(=O)(=O)N2CCOCC2)s1)c1ccc(Cl)c(Cl)c1 (centres undefined) | 102 | 0 | 1 | -8 | 5 | 1.2 | 2 | -15 | -6 | 0.4
O=C1OC2(c3ccccc3)C3CCCC2C13 | 102 | 3 | -7 | 2 | 0 | 0.4 | -2 | -10 | -6 | -0.1
O=C(O)CCN1C(=O)S/C(=C\c2cccnc2)C1=O | 101 | 2 | 1 | 1 | 1 | -0.3 | -3 | -3 | -3 | 0.0
C/C(=N\OC(=O)c1c(-c2c(F)cccc2Cl)noc1C)c1nccs1 | 98 | 2 | -5 | 6 | 2 | 0.1 | -1 | -8 | -7 | -0.2
CCC(C)CN1C(=O)CN(S(C)(=O)=O)CC1(C)C(=O)NC(C)C (centres undefined) | x | x | x | -4 | x | x | 3 | x | -6 | 0.0
COc1cc(S(=O)(=O)N2CCOCC2)ccc1N | 97 | 1 | 11 | 4 | 2 | 0.3 | -1 | 2 | 14 | -0.1
CCOc1cccc(NC(=O)Cn2nc(-c3ccc4c(c3)OCCO4)ccc2=O)c1 | 152 | 1 | -5 | -5 | -1 | -1.8 | 3 | 4 | x | 0.4
Cc1ccc(O)c(-c2cc(C(=O)NCc3ccccc3)[nH]n2)c1 | 98 | -3 | 2 | 2 | 4 | 0.8 | 2 | -6 | -2 | -0.2
Cc1ccc(CN2CCN(C(=O)CCN3C(=O)c4ccccc4C3=O)CC2)cc1 | 94 | 4 | 7 | -3 | 3 | 1.7 | -4 | x | x | -0.2
Clc1ccc(OCc2nn3c(-c4ccco4)nnc3s2)c(Cl)c1 | 92 | -8 | 5 | 0 | 1 | -0.7 | -5 | -22 | -9 | 0.9
